# ALDH1A1 inh: blocks purified human ALDH1A1 activity | Potency, µM (series often up to 75.3 µM), for the others: at the top dose activity, negative = inhibition, hits mostly inhibitors | P00352 | actives 7.3% (n = 220,000) | Purified ALDH1A1, NADH fluorescence, propionaldehyde substrate; active means well fitted inhibition curve with a large enough effect, not every such curve was filed as active; inconclusive means small, poorly fitted or top-dose-only effect, or another doubt; inactive means no such curve, though single readings can be large or run the other way;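 further: plate controls were no enzyme wells and a reference inhibitor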
# Target sequence (P00352 whole entry, looked up): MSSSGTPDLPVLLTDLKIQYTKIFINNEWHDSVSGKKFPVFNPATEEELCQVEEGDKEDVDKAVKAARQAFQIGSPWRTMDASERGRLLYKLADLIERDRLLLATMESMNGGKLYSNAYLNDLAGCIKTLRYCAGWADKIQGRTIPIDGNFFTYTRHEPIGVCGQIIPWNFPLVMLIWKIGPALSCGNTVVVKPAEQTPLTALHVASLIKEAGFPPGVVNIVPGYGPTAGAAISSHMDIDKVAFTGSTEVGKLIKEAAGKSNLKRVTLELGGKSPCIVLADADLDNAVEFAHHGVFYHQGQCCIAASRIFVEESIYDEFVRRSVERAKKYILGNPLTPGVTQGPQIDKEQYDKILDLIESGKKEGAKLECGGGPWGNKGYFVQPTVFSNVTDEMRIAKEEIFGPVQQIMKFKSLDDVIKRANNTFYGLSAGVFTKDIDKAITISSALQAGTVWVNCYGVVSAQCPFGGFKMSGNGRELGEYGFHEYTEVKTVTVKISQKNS
# Tau fluor counter: counter-screen for tau fibril formation inhibitors; tau K18 P301L Alexa594 fluorescence, heparin fibrillization; Potency, µM (titrated, usually from 57.7 µM), without a hit: at the top dose activity change, negative = decrease; actives 0.93% (n = 280,000); AID 1463; further: on the % scale 0 is the no-effect control and ±100 the full control effect; nearly all actives have a fitted effect of over 55% in size
#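 Human tau K18 P301L (15 uM unlabeled, 0.24 uM Alexa 594-labeled) in 100 mM sodium acetate pH 7 with 20 uM heparin, 6 hr at 37 C. ThT 30 uM added, 1 hr ambient; Alexa 594 FP and total fluorescence read at 555/632 nm.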
# GAA spleen mod: inhibits or activates alpha-glucosidase in human spleen homogenate. P10253. human spleen homogenate, 4-MU-alpha-glucoside fluorescence. Potency, µM (highest dose often 79.9 µM), for inactives: at the highest dose activity change, negative = inhibition, most hits filed as inhibitors. actives 0.006% (n = 240,000). AID 2112;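 further: 0% = enzyme with vehicle and -100% = no enzyme basal signal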
#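 Compounds were titrated against alpha-glucosidase in spleen homogenate at pH 5.0, with 1 mM 4-methylumbelliferyl substrate for 40 min at 37 C. Reactions were quenched with pH 10 NaOH/glycine and fluorescence measured.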
# GAA inh: inhibitors of human lysosomal alpha-glucosidase; purified human GAA, 4-MU-alpha-glucoside fluorescence; Potency, µM (highest dose often 76.9 µM), inactives show top-dose activity change, negative = inhibition, hits mostly inhibitors; actives 0.005% (n = 200,000); AID 1466;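 further: plate controls were uninhibited enzyme wells for no effect and no-enzyme background for full effect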
#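 Activity normalized between no-enzyme (basal) and enzyme-only wells. Conditions: 4 nM human enzyme, 400 uM fluorogenic substrate, citrate/phosphate pH 5.0 with Tween-20, 20 min room temperature, compounds up to 77 uM.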
# aGal spleen mod: inhibitors or activators of human alpha-galactosidase in spleen homogenate; P06280; human spleen homogenate, 4MU-alpha-Gal fluorescence, 40 min; Potency, µM (doses to about 80 µM), inactives show at the highest dose activity change, negative = inhibition, actives largely listed as inhibitors; actives 0.008% (n = 240,000); AID 2107;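 further: 0% = enzyme with vehicle and -100% = no enzyme basal signal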
# Target sequence (P06280 32-429 limits assumed): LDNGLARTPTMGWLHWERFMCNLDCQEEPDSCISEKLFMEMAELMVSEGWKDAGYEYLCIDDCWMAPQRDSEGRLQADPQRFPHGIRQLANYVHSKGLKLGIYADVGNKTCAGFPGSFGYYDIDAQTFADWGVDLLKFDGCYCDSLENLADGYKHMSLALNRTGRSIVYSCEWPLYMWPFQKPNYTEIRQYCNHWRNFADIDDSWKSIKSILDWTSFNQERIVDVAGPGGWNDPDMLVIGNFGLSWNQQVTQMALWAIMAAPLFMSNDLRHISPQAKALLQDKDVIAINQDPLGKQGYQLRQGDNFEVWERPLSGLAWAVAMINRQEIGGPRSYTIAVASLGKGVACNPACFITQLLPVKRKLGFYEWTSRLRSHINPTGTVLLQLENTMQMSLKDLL
#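 qHTS titration in buffer at pH 5.0. Alpha-galactosidase activity in spleen homogenate was measured via 4-methylumbelliferone release from 1 mM fluorogenic substrate after 40 min at 37C and a pH 10 stop. AC50 came from Hill fits of control-normalized data.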
# Epigenetic reg: epigenetic control regulation, reporter derepression. murine LDR cells, GFP reporter derepression, 30 h. Potency, µM (doses to about 53.9 µM), for inactives: at the top dose GFP activation, most hits filed as activators. actives 0.2% (n = 280,000); further: % of control where 0% means no effect; nearly all actives have a fitted effect of over 60% in size
#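 GFP-positive cell count by laser-scanning cytometry (objects 20–120 um) after 30 h, 37 C compound exposure of murine LDR cells; reporter is CMV-GFP integrated at a silenced locus, inducible by HDAC or DNMT inhibitors.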
# NPSR antagonist: antagonists of human neuropeptide S receptor cAMP signaling | Q6W5P4 | CHO-NPSR cells, cAMP TR-FRET, antagonist mode | Potency, µM (highest dose often 38.3 µM), inactives show at the highest dose activity change, negative = inhibition, most hits filed as inhibitors | actives 1% (n = 220,000) | AID 1461; further: on the % scale 0 is the no-effect control and ±100 the full control effect; nearly all actives have a fitted effect of over 50% in size; many of its hits are not listed in these tables
# GAA glycogen mod: inhibitors or activators of human alpha-glucosidase glycogen cleavage. P10253. recombinant GAA, glycogen substrate, Amplex Red glucose oxidase fluorescence. Potency, µM (top dose mostly 76.4 µM), inactives show top-dose activity change, negative = inhibition, most hits filed as inhibitors. actives 0.38% (n = 300,000). AID 2100;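 further: 0% = full enzyme reaction and -100% = no-enzyme basal signal; the screen sought inhibitors and activators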
#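 Recombinant enzyme (4 nM final) with compounds titrated up to 77 uM and bovine liver glycogen (30 ug) in citrate pH 5.0, 0.01% Tween-20, 37 C 40 min. Released glucose detected by Amplex Red/glucose oxidase (Ex 573/Em 610); AC50 from Hill fits.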
# * = called active by the depositor; ? = inconclusive; · = not tested or not shown; & = joins results of further samples; [ ] = remark or other dose. Unless noted, the call rests on the fitted dose curve; in most records, active means well fitted curve in the direction sought with a large enough effect; inconclusive means small, poorly fitted or top-dose-only effect, or another doubt; inactive means no such curve, though single readings can be large; an effect the other way counts as inactive or inconclusive. Potency means the concentration at half of the fitted maximal effect.
Molecule,ALDH1A1 inh,Epigenetic reg,GAA spleen mod,Tau fluor counter,NPSR antagonist,GAA inh,aGal spleen mod,GAA glycogen mod
Cc1cc(NC(=O)CN2C(=O)NC(C)(c3ccc(OC(F)F)cc3)C2=O)no1 (configuration not stated),6.1%,0.2%,-2.3%,-3.2%,-3.8%[46.1 µM],1.1%,0.7%,7.0%
Clc1ccc(-c2cc(CSc3ccccc3)on2)cc1,-6.3%,0.0%,-3.9%,-2.1%,-13.5%[46.1 µM],-0.6%,2.6%,8.2%
CCCCCCNc1cc2n(c(=O)n1)CCc1cc(OC)c(OC)cc1-2,?,0.0%,-2.1%,0.2%,8.0%[46.1 µM],-2.9%,7.8%,-10.1%
C/C(=N\NC(=O)CSCc1ccccc1Cl)c1cc(O)ccc1O,?,-2.1%,2.0%,?,-17.0%,2.2%,10.6%,35.5µM*
COc1ccccc1N(CC(=O)NC1CCCCC1)C(=O)c1csnn1,-2.3%,-0.8%,-3.5%,5.7%,-2.1%[46.1 µM],-1.6%,-1.4%,4.0%
O=C(CN1CCCC1=O)NC1(C(F)(F)F)NC(=O)N(Cc2ccccc2)C1=O (configuration not stated),0.8%,-0.9%,0.4%,8.4%,-4.7%[46.1 µM],0.1%,-7.1%,3.2%
COc1ccc(S(=O)(=O)c2nnn(-c3cccc(Cl)c3)c2N)cc1,5.3%,1.1%&1.1%,9.9%,-17.7%&-25.0%,-13.4%,-0.6%,6.6%,3.5%
COc1ccc(N2CS(=O)CC2=O)cc1 (configuration not stated),-1.8%,-0.9%[10.1 µM],-1.2%,7.2%,8.3%,6.4%,0.7%,-3.5%
CN1C(=O)c2cccc3c(S(=O)(=O)Nc4ccccn4)ccc1c23,?,0.0%,-4.0%,1.4%,-1.8%[46.1 µM],-6.9%,-8.4%,-6.5%
NNC(=O)c1ccc2ccccc2n1,7.94µM*,-1.1%,·,-4.7%,-3.9%,3.1%,0.7%,?
Cc1ccccc1CS(=O)(=O)Cc1ccc(C(=O)NCc2ccco2)o1,-7.9%,0.0%,-4.9%,0.5%,0.6%[46.1 µM],5.2%,1.6%,2.2%
Cn1c(CNC2CCCCC2)nc2ccccc21,-1.0%,0.0%,-11.0%,-7.8%,-6.4%,10.5%,4.6%,0.1%
CCOc1cc(C(=S)N2CCOCC2)ccc1OS(=O)(=O)c1ccc(NC(C)=O)cc1,6.0%,0.0%,2.2%,-15.1%,-8.4%[46.1 µM],-15.9%,7.1%,-3.6%
Cc1cccc(CSC(Nc2ccc(F)cc2)=C(C#N)C#N)c1,-0.2%,0.0%,-2.5%,?,-18.8%,-4.3%,0.8%,-6.7%
CC(C)NC(=O)Cn1nnc(-c2ccc(Cl)cc2)n1,10µM*,-2.7%,1.3%,?,5.3%[46.1 µM],?,0.8%,2.4%
O=C1CC(c2ccsc2)c2ccc3ccccc3c2N1 (configuration not stated),3.7%,4.6%,2.9%,-13.3%,9.3%,-2.2%,-9.8%,0.2%
COc1ccccc1CNC(=O)C1CCN(S(=O)(=O)N2CCCCC2)CC1,?,-2.2%,1.5%,-7.1%,3.8%[46.1 µM],-7.2%,2.2%,-1.3%
Cc1ccc(SCc2nc3ccccc3n2CC(=O)Nc2c(C)cccc2C)cc1,4.3%,-1.2%,-4.2%,-5.9%,?,-0.4%,0.6%,3.8%
C=CCn1c(SCC(=O)Nc2nc(C)cs2)nnc1C(CO)NC(=O)c1ccccc1 (configuration not stated),-5.8%,-2.1%,-19.7%,-0.2%,-4.9%[46.1 µM],-9.0%,2.6%,-0.1%
O=C(c1ccncc1)N(c1ccc2oc3c(c2c1)CCCC3)S(=O)(=O)c1ccc(F)cc1,-3.6%,-1.8%,-7.8%,-17.9%,-13.7%,-5.4%,-8.0%,2.6%
Cc1c(-c2cc(C(=O)O)on2)cnn1C,0.5%,0.0%,-4.0%,5.8%,10.0%,0.1%,-18.8%,1.3%
O=[N+]([O-])c1ccc(C2(O)CN(c3ccccc3)C3=[N+]2CCS3)cc1 (configuration not stated),?,-1.6%,3.3%,-11.9%,-50.8%,7.6%,-0.8%,3.1%
Cc1cc(C)n(-c2nnc3c4ccccc4n(C)c3n2)n1,·,1.0%,-7.2%,-2.2%,-0.2%,·,-3.5%,-1.6%
CCC/C=C(\CCC)C(NS(=O)(=O)c1ccc(Cl)cc1)c1ccc(C(=O)OC)cc1 (configuration not stated),?,0.2%,10.7%,-19.6%,·,·,-0.5%,·
COc1cccc(NC(=O)C2CC(=O)N(C)C(=Nc3cccc(F)c3)S2)c1 (configuration not stated),?,-2.7%,-4.3%,?,?,-5.4%,6.1%,-7.4%
COc1ccc(NC(=O)COC(=O)c2ccc(F)cc2F)cc1,-6.8%,-0.3%,11.4%,3.1%,8.0%,10.4%,1.8%,7.6%
O=C(c1ccccc1Sc1ccc([N+](=O)[O-])cc1Cl)N1CCOCC1,?,0.0%,6.8%,-0.1%,-12.5%,-1.0%,2.6%,6.8%
O=C(CCCOc1ccc(Cl)cc1Cl)N/N=C/c1ccc(Cl)cc1,5.9%,0.0%,-5.7%,-16.8%,-6.2%[46.1 µM],-4.0%,-4.3%,6.0%
Cc1cccc(-n2c(SCC(=O)Nc3cccc(S(=O)(=O)NC4=NCCCCC4)c3)nc3ccccc3c2=O)c1C,?,-1.9%,-1.6%,-25.4%,-12.5%,-25.6%,0.8%,4.8%
CC[C@@H](C)C(NC(=O)OC(C)(C)C)c1cn([C@@H](Cc2cc3ccccc3[nH]2)C(=O)N2CCN(C(=O)OC(C)(C)C)CC2)nn1 (some centres not stated),-10.7%,6.7%,-11.8%,-13.9%,55.3%,·,-17.5%,4.1%
Cc1cc(Oc2ccc(N)cn2)ccc1Cl,·,0.0%,1.6%,-5.7%,8.1%,·,-11.8%,-10.6%
CCN(CC)C(=O)C1CCN(S(=O)(=O)c2ccc3oc4ccccc4c3c2)CC1,5.9%,-0.8%,-9.1%,4.6%,-10.6%[46.1 µM],-14.0%,-0.9%,-14.4%
Cc1cnn2c(C3CC3)ccnc12,-1.5%,-1.4%,-1.8%,11.4%,10.8%,-5.9%,-3.7%,-1.9%
C=CCOC(=O)C1=C(C)NC(SCC)=C(C#N)C1c1ccc(Cl)cc1 (configuration not stated),-11.8%,0.8%,1.1%,?,10µM*,-7.4%,5.7%,-23.6%
Cc1cc(C)nc(NC(=O)CCC2CCCC2)c1,4.5%,2.4%,-3.4%,-2.6%,4.8%[46.1 µM],1.9%,5.8%,4.4%
Cc1ccc(S(=O)(=O)N=Nc2c(O)[nH]c3ccccc23)cc1C,?,0.6%,-6.5%,-7.6%,-4.7%[46.1 µM],4.4%,2.9%,-19.9%
COc1ccc(F)cc1S(=O)(=O)Nc1ccc2c(c1)OCCO2,-0.7%,-1.0%,0.5%,-4.7%,14.5%,-4.0%,-1.5%,8.8%
CCCCN(CCCC)S(=O)(=O)c1ccc(NC(=O)c2ccc([N+](=O)[O-])cc2Cl)cc1,-1.9%,-2.1%,-9.7%,?,-22.8%,-4.2%,-5.8%,-0.6%
Cc1ccc(NS(=O)(=O)c2ccc3c(c2)NC(=O)CC(=O)N3)cc1C,-8.9%,-0.5%,4.8%,4.9%,0.6%,0.4%,5.6%,3.4%
O=S(=O)(Cc1ccccc1)Nc1ccc(S(=O)(=O)NCC2CCCO2)cc1 (configuration not stated),?,-1.1%,-1.9%,-1.7%,0.7%[46.1 µM],-4.6%,-1.8%,0.1%
COCCNC(=O)c1c[nH]c2ccc(S(=O)(=O)N3CCc4ccccc43)cc2c1=O,5.5%,-0.4%,-2.6%,?,-39.8%,?,-6.9%,-2.9%
O=C(Cn1nnc2ccccc21)NNC(=S)NC1CCCCC1,-3.2%,-1.0%,1.8%,-22.7%,-6.2%,-10.5%,-0.4%,?
CN1CC(=O)N(CC(=O)Nc2cc(Cl)cc(Cl)c2)C1=O,10µM*,2.1%,-18.8%,-4.7%,4.1%,-13.6%,-5.8%,4.4%
CC1=C(C(=O)NCc2ccccc2)C(c2cccs2)n2ncnc2N1 (configuration not stated),4.1%,-1.0%,-3.5%,4.2%,-3.0%[46.1 µM],0.9%,-4.9%,-9.0%
COc1ccc2cc(C(N)=O)c(=Nc3ccccc3)oc2c1,-2.4%,-0.1%,0.2%,0.4%,17.9%,-1.7%,-2.1%,6.4%
COCCCN(C(=S)Nc1c(C)cc(C)cc1C)C(C)c1ccccn1 (configuration not stated),7.7%,1.7%,5.3%,-5.7%,-5.9%,5.5%,1.2%,-5.4%
CCC(=O)NC(=S)N1CCN(c2ccc([N+](=O)[O-])cc2Cl)CC1,?,-1.1%,-10.7%,-0.8%,-9.1%[46.1 µM],0.5%,1.6%,-3.4%
COC(=O)[C@H]1O[C@@H](c2cc(OC)c(C)c(OC)c2OCc2ccccc2)[C@H](C)[C@@H]2O[C@]12C,-1.3%,-0.1%,-2.2%,-2.8%,·,·,-1.3%,·

# 3 compounds already listed, sorted by formula weight, largest number first.
Molecule,ALDH1A1 inh,Epigenetic reg,GAA spleen mod,Tau fluor counter,NPSR antagonist,GAA inh,aGal spleen mod,GAA glycogen mod
CC[C@@H](C)C(NC(=O)OC(C)(C)C)c1cn([C@@H](Cc2cc3ccccc3[nH]2)C(=O)N2CCN(C(=O)OC(C)(C)C)CC2)nn1 (some centres not stated),-10.7%,6.7%,-11.8%,-13.9%,55.3%,·,-17.5%,4.1%
Cc1cccc(-n2c(SCC(=O)Nc3cccc(S(=O)(=O)NC4=NCCCCC4)c3)nc3ccccc3c2=O)c1C,?,-1.9%,-1.6%,-25.4%,-12.5%,-25.6%,0.8%,4.8%
CCOc1cc(C(=S)N2CCOCC2)ccc1OS(=O)(=O)c1ccc(NC(C)=O)cc1,6.0%,0.0%,2.2%,-15.1%,-8.4%[46.1 µM],-15.9%,7.1%,-3.6%

# Compound activity as filed in PubChem BioAssay.

# Only part of the results is shown. The share of hits here may be higher or lower than overall.
